Source: PubChem (several laboratories)
Diaph inh CS = counter-screen for diaphorase-based assays: diaphorase inhibitors and chemical oxidizers. AID 1217. 0.69% of 190,000 active. inhibition, % at 20 µM. diaphorase resazurin-to-resorufin fluorescence, NADH, 16 min; bacterial (C. kluyveri) enzyme, not human;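 active means primary screen inhibition at 20 µM above a set limit, cut at about 50% in these data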;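 further: plate controls were DMSO with full reaction for no effect and wells lacking NADH for full effect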
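Assay system: diaphorase enzyme from Clostridium kluyveri; Input: enzyme working solution with 0.14 U/mL diaphorase; Timing: 16 min at room temperature; Technique: resorufin fluorescence, excitation 544 nm, emission 590 nm; Benchmarks: positive control minus NADH, DMSO neutral control.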
ROMK mod = human ROMK K+ channel modulation, primary screen; P48048; Tet-inducible ROMK, thallium flux fluorescence; actives lie on both sides; B-score at 10 µM; 2% of 130,000 active; AID 1918;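 active means signal ratio slope over the read window, or its plate-corrected B-score, at least 3 SD from the plate mean, either direction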;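 further: B-score of the F/F0 ratio slope over 7 to 12 s after thallium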
Target sequence (P48048 whole entry, looked up): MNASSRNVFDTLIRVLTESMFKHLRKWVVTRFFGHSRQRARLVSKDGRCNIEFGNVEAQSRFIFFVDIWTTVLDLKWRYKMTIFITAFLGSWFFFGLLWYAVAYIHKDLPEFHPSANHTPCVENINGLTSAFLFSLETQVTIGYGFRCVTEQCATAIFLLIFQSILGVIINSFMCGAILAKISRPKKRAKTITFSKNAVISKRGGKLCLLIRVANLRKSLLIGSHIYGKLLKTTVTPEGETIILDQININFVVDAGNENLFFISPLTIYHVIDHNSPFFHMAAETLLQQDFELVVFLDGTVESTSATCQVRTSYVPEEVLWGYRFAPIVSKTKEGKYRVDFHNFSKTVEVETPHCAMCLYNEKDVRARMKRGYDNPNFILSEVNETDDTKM
S1P3 antagonist = blocks the human S1P3 receptor; CHO S1P3 NFAT-BLA reporter, FRET fluorescence, antagonist mode; 0.27% of 170,000 active; inhibition, % at 4.98 µM; AID 485;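 active means inhibition above the plate cutoff, the mean inhibition of test wells on that plate plus 3 SD, cut at about 28% in these data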;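 further: cells challenged with S1P at its EC80 of 0.8 µM; blue over green emission ratio from cleaved BLA substrate after 4 h stimulation; 0% = S1P-stimulated wells and 100% = unstimulated DMSO-only wells; some compounds past the cut are filed as inactive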
Target sequence (Q99500 whole entry, looked up): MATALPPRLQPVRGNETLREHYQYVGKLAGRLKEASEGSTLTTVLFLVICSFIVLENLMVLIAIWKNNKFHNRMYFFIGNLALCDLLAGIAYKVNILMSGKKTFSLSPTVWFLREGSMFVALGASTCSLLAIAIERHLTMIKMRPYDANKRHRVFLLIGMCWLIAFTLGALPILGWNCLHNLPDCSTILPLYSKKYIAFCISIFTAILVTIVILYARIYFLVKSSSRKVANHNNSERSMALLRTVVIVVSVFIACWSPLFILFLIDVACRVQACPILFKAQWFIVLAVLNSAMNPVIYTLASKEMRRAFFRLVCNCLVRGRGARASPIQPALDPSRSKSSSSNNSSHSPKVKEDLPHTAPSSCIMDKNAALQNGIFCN
PMI act = phosphomannose isomerase (human) activation; P34949; purified human PMI, coupled resazurin fluorescence, 20 min; stronger effect = higher value; 1 = vehicle control, 0 substrate-free wells; activation factor at 20 µM; 0.005% of 190,000 active;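 active means activation factor of 2 or more at 20 µM, relative to plate controls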
PMI act satM6P = increases human PMI activity with near-saturating mannose 6-phosphate; coupled PMI enzyme assay, resazurin fluorescence, 20 min; stronger effect = higher value; 1 = untreated enzyme, 0 = substrate-free blank; 0.34% of 190,000 active; P34949; activation factor at 20 µM;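 active means activation factor of 2 or more at 20 µM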
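Test system: human phosphomannose isomerase with PGI, G6PDH, diaphorase coupling enzymes / Doses: 20 µM compound, 1% DMSO / Times: enzyme reaction with compound 20 min at room temperature / Measured by: Diaphorase-driven resazurin-to-resorufin fluorescence, excitation 544, emission 590 nm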
SRC2 TRFRET art = counter-screen for PPARgamma SRC-2 recruitment agonists: TR-FRET artefact; 0.4% of 200,000 active; AID 1049; TR-FRET ratio at 8 µM; stronger effect = higher value; in the data active means TR-FRET ratio above about 2000; further: inactives centre near 1500
PPARg SRC2 recr = agonists of SRC-2 recruitment by human PPARgamma. P37231. PPARgamma LBD-SRC-2 recruitment, biochemical. activation, % at 8 µM. 0.34% of 200,000 active. AID 1032; in the data active means activation above about 22%;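 further: 0% = vehicle and 100% = reference agonist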
G6PDH CS = L. mesenteroides G6PDH inhibition counter-screen | Purified L. mesenteroides G6PDH, diaphorase/resazurin coupled fluorescence, 45 min | inhibition, % at 5 µM | 0.12% of 200,000 active; in the data active means inhibition above about 50%
PPARg SRC-1 ag = PPARgamma-driven SRC-1 recruitment agonism | activation, % at 8 µM | P37231 | 0.41% of 200,000 active | PPARgamma-SRC-1 coactivator recruitment biochemical assay | AID 631; in the data active means activation above about 19%;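 further: 0% = DMSO and 100% = reference agonist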
Diaph act CS = activates diaphorase or chemically reduces, flagging diaphorase assay artifacts. 0.005% of 190,000 active. AID 1229. Diaphorase/resazurin coupled assay, resorufin fluorescence, 16 min; stronger effect = higher value; 1 = vehicle wells, 0 = NADH-free wells. activation factor at 20 µM;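 active means diaphorase activity raised at least twofold by the compound at 20 µM; inactive means activation factor below 2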
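Assay system: bacterial diaphorase enzyme (C. kluyveri) / Input: enzyme 0.07 U/mL final / Medium: 50 mM HEPES pH 7.4 with 4.542 mM MgCl2, 0.005% Tween 20 / Doses: single compound dose of 20 µM, 1% DMSO final / Incubation: 16 min enzyme reaction, ambient temperature / Signal: fluorescence, excitation 544 nm and emission 590 nm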
PPARg SRC-3 ag = promotes SRC-3 coactivator recruitment by human PPARgamma; biochemical PPARgamma/SRC-3 coactivator recruitment assay; activation, % at 8 µM; 0.26% of 200,000 active; AID 731; in the data active means activation above about 23%;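 further: 0% = DMSO and 100% = reference agonist; some compounds past the cut are filed as inactive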
The depositor's hits bear a star.

CC(=O)N1CCN(S(=O)(=O)c2ccc(S(=O)(=O)NC3CC3)cc2)CC1 was read as Diaph inh CS 4.6, ROMK mod 0.132, S1P3 antagonist -27.0, PMI act 1, PMI act satM6P 1, SRC2 TRFRET art 1456, PPARg SRC2 recr -4.3, G6PDH CS -16.8, PPARg SRC-1 ag -3.2, Diaph act CS 1 and PPARg SRC-3 ag -6.4.
Screening CCc1nnc(NS(=O)(=O)c2ccc(NC(=O)c3cc(Cl)ccc3Cl)cc2)s1 returned Diaph inh CS 3.8, ROMK mod 1.17, S1P3 antagonist -2.6, PMI act 1, PMI act satM6P 1, SRC2 TRFRET art 1515, PPARg SRC2 recr -0.7, G6PDH CS -0.9, PPARg SRC-1 ag -2.1, Diaph act CS 1 and PPARg SRC-3 ag -3.0.
`O=C(c1ccccc1F)N1CCN(c2ccc([N+](=O)[O-])c3ncccc23)CC1` gave Diaph inh CS 22.3, S1P3 antagonist -4.2, PMI act 1, PMI act satM6P 0.6, SRC2 TRFRET art 1439, PPARg SRC2 recr 5.6, G6PDH CS 7.4, PPARg SRC-1 ag 3.9, Diaph act CS 0.8 and PPARg SRC-3 ag 3.9.
`CC(C)(C)C(=O)/C=C(\N)c1ccncc1` gave Diaph inh CS -2.4, S1P3 antagonist -3.3, PMI act 1.1, PMI act satM6P 1.1, SRC2 TRFRET art 1360, PPARg SRC2 recr 0.0, G6PDH CS 9.2, PPARg SRC-1 ag 7.6, Diaph act CS 1 and PPARg SRC-3 ag -4.3.
Screening COCCN(C(=S)Nc1ccccc1OC)C1CCN(C(C)=O)CC1 returned Diaph inh CS 0.0, ROMK mod 0.555, S1P3 antagonist 2.6, PMI act 0.9, PMI act satM6P 0.8, SRC2 TRFRET art 1635, PPARg SRC2 recr 0.1, G6PDH CS 12.7, PPARg SRC-1 ag -5.6, Diaph act CS 1 and PPARg SRC-3 ag -4.2.
Cc1cc(-c2ccccc2)nc2cc(C(=O)NCc3ccco3)nn12 was read as Diaph inh CS 10.7, ROMK mod 0.948, S1P3 antagonist 0.5, PMI act 1.1, PMI act satM6P 1.1, SRC2 TRFRET art 1886, PPARg SRC2 recr 10.9, G6PDH CS -3.9, PPARg SRC-1 ag 2.6, Diaph act CS 0.9 and PPARg SRC-3 ag -1.3.
Screening O=C(CSc1nnc(-c2cccnc2)o1)c1cc2ccccc2oc1=O returned Diaph inh CS 5.6, S1P3 antagonist -3.1, PMI act 1.1, PMI act satM6P 1.3, SRC2 TRFRET art 1385, PPARg SRC2 recr -0.7, G6PDH CS -10.3, PPARg SRC-1 ag -2.4, Diaph act CS 0.9 and PPARg SRC-3 ag -2.9.
For COc1ccc(C2NC(c3ccc(OC)cc3OC)C(C)C(=O)C2C)c(OC)c1 (stereo not given) the results were Diaph inh CS 18.5, ROMK mod -1.19, S1P3 antagonist 13.4, PMI act 1, PMI act satM6P 0.9, SRC2 TRFRET art 1702, PPARg SRC2 recr 4.5, G6PDH CS 4.7, PPARg SRC-1 ag 6.7, Diaph act CS 0.8 and PPARg SRC-3 ag 4.6.
O=C(CC1C(=O)NCCN1C(=O)Nc1ccccc1)Nc1ccc2c(c1)OCCO2 (stereo not given) was read as Diaph inh CS 10.5, ROMK mod 0.525, S1P3 antagonist -7.3, PMI act 1, PMI act satM6P 1, SRC2 TRFRET art 1482, PPARg SRC2 recr 2.2, G6PDH CS 0.4, PPARg SRC-1 ag 4.6, Diaph act CS 0.9 and PPARg SRC-3 ag 5.8.
Screening Cc1ccc2c(c1)NC(=O)c1cc([N+](=O)[O-])ccc1O2 returned Diaph inh CS 2.9, ROMK mod -0.341, S1P3 antagonist -10.9, PMI act 1, PMI act satM6P 1, SRC2 TRFRET art 1598, PPARg SRC2 recr 6.8, G6PDH CS 2.5, PPARg SRC-1 ag 5.6, Diaph act CS 1 and PPARg SRC-3 ag 1.4.
CCN(CC)CCSc1nnc(Nc2ccccc2)n1-c1ccccc1 was read as Diaph inh CS -18.9, ROMK mod 0.285, S1P3 antagonist 3.9, PMI act 1.2, PMI act satM6P 1.2, SRC2 TRFRET art 1694, PPARg SRC2 recr 6.6, G6PDH CS 10.4, PPARg SRC-1 ag 3.0, Diaph act CS 1.2 and PPARg SRC-3 ag 2.2.
Screening O=C(O)c1cc2nc(-c3ccccc3)cc(-c3ccccc3)n2n1 returned Diaph inh CS 59.3*, ROMK mod 1.15, S1P3 antagonist -15.5, PMI act 0.8, PMI act satM6P 0.7, SRC2 TRFRET art 1671, PPARg SRC2 recr 5.4, G6PDH CS 23.2, PPARg SRC-1 ag 7.5, Diaph act CS 0.4 and PPARg SRC-3 ag -2.4.
Screening COc1ccc(CCNC(=O)Cn2nc([N+](=O)[O-])c(Br)c2C)cc1OC returned Diaph inh CS 13.1, ROMK mod -0.549, S1P3 antagonist -15.7, PMI act 1.1, PMI act satM6P 1, SRC2 TRFRET art 1509, PPARg SRC2 recr 8.9, G6PDH CS 3.5, PPARg SRC-1 ag -0.1, Diaph act CS 0.9 and PPARg SRC-3 ag 3.4.
For O=C(Nc1ncccn1)c1ccc(C(F)(F)F)cc1 the results were Diaph inh CS 14.3, ROMK mod 0.433, S1P3 antagonist -0.6, PMI act 1, PMI act satM6P 1, SRC2 TRFRET art 1491, PPARg SRC2 recr 4.8, G6PDH CS 3.2, PPARg SRC-1 ag 3.6, Diaph act CS 0.9 and PPARg SRC-3 ag -0.6.
For O=C(O)CCOc1ccc2c(c1)OCCO2 the results were Diaph inh CS -5.7, ROMK mod -0.0299, S1P3 antagonist -5.9, PMI act 1, PMI act satM6P 1.1, SRC2 TRFRET art 1504, PPARg SRC2 recr 4.1, G6PDH CS 13.9, PPARg SRC-1 ag 9.0, Diaph act CS 1.1 and PPARg SRC-3 ag -2.6.
`O=C(Nc1ccccc1F)C1C2C=CC3(O2)C1C(=O)N(c1cccnc1)C3C(=O)NC1CCCCC1` (stereo not given) gave Diaph inh CS 1.1, ROMK mod -0.0381, S1P3 antagonist -6.1, PMI act 1, PMI act satM6P 1, SRC2 TRFRET art 1531, PPARg SRC2 recr -0.5, G6PDH CS 7.2, PPARg SRC-1 ag 8.9, Diaph act CS 1 and PPARg SRC-3 ag 5.0.
For Cn1c(Sc2nc3ccccc3n2C)nc2ccccc21 the results were Diaph inh CS 2.8, ROMK mod 0.573, S1P3 antagonist 9.3, PMI act 1, PMI act satM6P 1, SRC2 TRFRET art 1381, PPARg SRC2 recr 1.7, G6PDH CS 9.2, PPARg SRC-1 ag 1.8, Diaph act CS 1 and PPARg SRC-3 ag -5.2.
For CC(C)Sc1nc2ccsc2c(=O)[nH]1 the results were Diaph inh CS -1.4, ROMK mod -0.175, S1P3 antagonist -9.1, PMI act 1, PMI act satM6P 1, SRC2 TRFRET art 1624, PPARg SRC2 recr 7.8, G6PDH CS -0.7, PPARg SRC-1 ag 1.8, Diaph act CS 1 and PPARg SRC-3 ag 1.2.
Cc1ccc(S(=O)(=O)c2cc3ccccc3oc2=O)cc1 was read as Diaph inh CS -12.2, ROMK mod 0.0742, S1P3 antagonist 9.4, PMI act 1.4, PMI act satM6P 1.2, SRC2 TRFRET art 1561, PPARg SRC2 recr 7.9, G6PDH CS 3.3, PPARg SRC-1 ag 7.2, Diaph act CS 1.1 and PPARg SRC-3 ag 5.4.
COc1ccc(NC(=O)CSc2nc(-c3ccc(C)cc3)cc(C(F)(F)F)c2C#N)cc1 was read as Diaph inh CS 4.1, ROMK mod -2.72, PMI act 1, PMI act satM6P 1, SRC2 TRFRET art 1523, PPARg SRC2 recr 1.2, G6PDH CS -3.3, PPARg SRC-1 ag 2.1, Diaph act CS 1 and PPARg SRC-3 ag 7.0.
`COc1cc(NC(=O)C2CCCN(S(=O)(=O)c3cnc[nH]3)C2)cc(OC)c1` (stereo not given) gave Diaph inh CS 17.5, S1P3 antagonist 8.6, PMI act 1, PMI act satM6P 1, SRC2 TRFRET art 1711, PPARg SRC2 recr 6.9, G6PDH CS 1.9, PPARg SRC-1 ag 2.1, Diaph act CS 0.8 and PPARg SRC-3 ag -1.6.
For O=C(O)C1CCCCC1C(=O)Nc1ccc2c(c1)CCC2 (stereo not given) the results were Diaph inh CS 9.5, S1P3 antagonist -25.9, PMI act 0.9, PMI act satM6P 1, SRC2 TRFRET art 1567, PPARg SRC2 recr 7.6, G6PDH CS 1.9, PPARg SRC-1 ag -3.7, Diaph act CS 0.9 and PPARg SRC-3 ag 7.1.
For CCOC(=O)Cc1csc(NC(=O)CSc2nc3sc(C(=O)O)c(C)c3c(=O)[nH]2)n1 the results were Diaph inh CS 14.1, ROMK mod -0.445, PMI act 0.9, PMI act satM6P 0.9, SRC2 TRFRET art 1543, PPARg SRC2 recr -0.6, G6PDH CS 4.1, PPARg SRC-1 ag 4.6, Diaph act CS 0.9 and PPARg SRC-3 ag 0.9.
Screening O=C(O)CCSc1nc(C(F)(F)F)cc(=O)n1-c1ccccc1 returned Diaph inh CS 26.6, PMI act 0.9, PMI act satM6P 0.9, SRC2 TRFRET art 1633, PPARg SRC2 recr 7.7, G6PDH CS -9.5, PPARg SRC-1 ag 4.7, Diaph act CS 0.7 and PPARg SRC-3 ag 4.8.
`Cc1ccc(S(=O)(=O)Nc2nc3ccccc3s2)cc1[N+](=O)[O-]` gave Diaph inh CS 12.0, ROMK mod -0.43, S1P3 antagonist 21.9, PMI act 1.1, PMI act satM6P 1, SRC2 TRFRET art 1356, PPARg SRC2 recr -1.4, G6PDH CS 8.0, PPARg SRC-1 ag -9.7, Diaph act CS 0.9 and PPARg SRC-3 ag 1.2.
`COc1ccccc1NS(=O)(=O)c1ccc(C)c(C(=O)NCC2CCCO2)c1` (stereo not given) gave Diaph inh CS 19.2, S1P3 antagonist -0.2, PMI act 0.9, PMI act satM6P 0.9, SRC2 TRFRET art 1492, PPARg SRC2 recr -0.1, G6PDH CS 8.4, PPARg SRC-1 ag 2.3, Diaph act CS 0.8 and PPARg SRC-3 ag -3.0.

Reprinted at random: 2 records from the list, in no set order.
Cc1cc(-c2ccccc2)nc2cc(C(=O)NCc3ccco3)nn12 was read as Diaph inh CS 10.7, ROMK mod 0.948, S1P3 antagonist 0.5, PMI act 1.1, PMI act satM6P 1.1, SRC2 TRFRET art 1886, PPARg SRC2 recr 10.9, G6PDH CS -3.9, PPARg SRC-1 ag 2.6, Diaph act CS 0.9 and PPARg SRC-3 ag -1.3.
For COc1ccc(C2NC(c3ccc(OC)cc3OC)C(C)C(=O)C2C)c(OC)c1 (stereo not given) the results were Diaph inh CS 18.5, ROMK mod -1.19, S1P3 antagonist 13.4, PMI act 1, PMI act satM6P 0.9, SRC2 TRFRET art 1702, PPARg SRC2 recr 4.5, G6PDH CS 4.7, PPARg SRC-1 ag 6.7, Diaph act CS 0.8 and PPARg SRC-3 ag 4.6.

Hits appear at their usual frequency; overall some 3.3% were active at least once.
